FBPA Giardia inh – blocks Giardia fructose-bisphosphate aldolase activity. A8B2U2. purified Giardia FBPA. Potency, µM (top dose mostly 59.6 µM), for the others: at the top dose activity, negative = inhibition, hits mostly inhibitors. 0.71% of 290,000 active. AID 2451; further: potency means the concentration at half of the fitted maximal effect; nearly all actives have a fitted effect of over 55% in size
Target sequence (A8B2U2 whole entry, looked up): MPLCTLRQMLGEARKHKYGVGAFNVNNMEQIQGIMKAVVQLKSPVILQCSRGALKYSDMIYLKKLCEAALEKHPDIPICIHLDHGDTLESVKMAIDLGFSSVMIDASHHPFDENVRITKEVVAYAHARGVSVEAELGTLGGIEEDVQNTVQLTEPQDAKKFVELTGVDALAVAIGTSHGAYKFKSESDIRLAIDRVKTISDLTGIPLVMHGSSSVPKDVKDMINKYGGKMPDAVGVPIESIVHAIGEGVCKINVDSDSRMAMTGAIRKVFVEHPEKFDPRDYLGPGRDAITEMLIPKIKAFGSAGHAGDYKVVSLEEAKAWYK
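Giardia FBPA (40 nM reagent) was preincubated 10 min at RT with compound (up to 57.5 uM final), then substrate plus GAPDH/TPI/NAD/arsenate coupling system with diaphorase/resazurin was added; resorufin fluorescence (525/598 nm) was read after 20 min.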
HCV inh – HCV inhibition. Huh7.5.1 HCVcc-Cre infection, luciferase reporter, 44 h. Potency, µM (highest dose often 41.8 µM), for the others: at the top dose activity change, negative = inhibition, hits mostly inhibitors. 3.4% of 340,000 active. AID 651820; further: potency means the concentration at half of the fitted maximal effect
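Cells seeded at 1,000/well and cultured 4 h, then compounds added followed by HCVcc-Cre virus (~0.5 moi). After 44 h further culture, luciferase substrate was added, plates held 15 min at room temperature, and luminescence read for 15 sec.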
AmpC inh detg – AmpC beta-lactamase inhibition with detergent present | P00811 | AmpC hydrolysis of nitrocefin, absorbance 480 nm, 0.01% Triton | Potency, µM (doses to about 114 µM), inactives show top-dose activity change, negative = inhibition, most hits filed as inhibitors | 0.041% of 370,000 active;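 further: potency means the concentration at half of the fitted maximal effect; 0% = no-compound wells and -100% = no-enzyme wells; nearly all actives have a fitted effect of over 25% in size; some results filed as inactive show a strong effect at the top dose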
Target sequence (P00811 whole entry, looked up): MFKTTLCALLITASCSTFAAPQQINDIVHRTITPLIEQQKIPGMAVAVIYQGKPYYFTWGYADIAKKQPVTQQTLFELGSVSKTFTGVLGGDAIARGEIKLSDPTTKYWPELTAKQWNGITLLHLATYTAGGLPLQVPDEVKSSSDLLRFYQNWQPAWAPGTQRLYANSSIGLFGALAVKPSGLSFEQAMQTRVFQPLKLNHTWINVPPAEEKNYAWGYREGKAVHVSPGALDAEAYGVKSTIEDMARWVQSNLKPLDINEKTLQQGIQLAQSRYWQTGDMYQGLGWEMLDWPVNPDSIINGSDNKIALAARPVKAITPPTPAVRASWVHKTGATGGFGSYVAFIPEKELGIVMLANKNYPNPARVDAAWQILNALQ
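20 mM phosphate pH 7.0 + 0.01% (detergent screen) or 0.0001% Triton X-100; 5.3 nM AmpC reagent; cpd preinc 15 min RT; nitrocefin (800 uM stock) to start; A480 q20 s × 4 min; Activity was normalised to no-enzyme and no-compound control wells.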
HCMV inh – human cytomegalovirus inhibition | activity change, negative = inhibition, % at 57.5 µM | HFF cells, HCMV-luciferase reporter, 72 h; hits give low values | 4.5% of 410,000 active; in the data active means activity change below about -60%; inconclusive means no clear call, values can overlap the other calls; inactive means above about -39%
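Two-dose cell screen: HFF monolayers treated with compounds and infected with luciferase-expressing HCMV at 1 PFU/cell, 72 h at 37C, then lysed for luciferase measurement.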
Sm TGR block – inhibitors of Schistosoma mansoni thioredoxin glutathione reductase; Q962Y6; purified TGR, DTNB reduction, TNB absorbance 405 nm; Potency, µM (titrated, usually from 114 µM), without a hit: at the top dose activity change, negative = inhibition, hits mostly inhibitors; 3% of 360,000 active; further: potency means the concentration at half of the fitted maximal effect; nearly all actives have a fitted effect of over 60% in size
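First, TGR (20 nM dispensed) and NADPH were mixed with compound. Second, a 15 min room-temperature incubation followed. Third, further NADPH and then DTNB were added to start the reaction. Finally, TNB absorbance was monitored kinetically.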
AMA1 RON2 block – disrupts binding of P. falciparum AMA1 to RON2. AlphaScreen AMA1-biotinylated RON2 peptide binding. Potency, µM (doses to about 58.2 µM), inactives show at the highest dose activity change, negative = inhibition, most hits filed as inhibitors. 0.2% of 360,000 active. AID 720542;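 further: potency means the concentration at half of the fitted maximal effect; 0% = vehicle wells and -100% = peptide control; nearly all actives have a fitted effect of over 45% in size; some results filed as inactive show a strong effect at the top dose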
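AMA1 (3D7) with his tag at 25 nM final met compounds first, then biotinylated RON2 peptide at 25 nM; detection used donor plus acceptor beads, 10 µg/mL apiece, read by AlphaScreen after 30 min at room temperature.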
The depositor's hits bear a star; u = inconclusive; x = not tested or not shown; [ ] = dose if it differs, or a comment. Unless noted, the call rests on the fitted dose curve; in most records, active means well fitted curve in the direction sought with a large enough effect; inconclusive means small, poorly fitted or top-dose-only effect, or another doubt; inactive means no such curve, though single readings can be large; an effect the other way counts as inactive or inconclusive. Unless noted, on the % scale 0 is the no-effect control and ±100 the full control effect.

| No. | SMILES | AMA1 RON2 block | HCMV inh | Sm TGR block |
| --- | --- | --- | --- | --- |
| 1 | CC(C)(C)c1n[nH]c2c1CCCC2 | 15.7% | 24.0 | -13.7% |
| 2 | Cc1c(C)c2ccc(OCC(=O)NCCN3CCOCC3)cc2oc1=O | -7.0% | -3.3 | 3.3% |
| 3 | Cc1ccc(CNC(=O)C2CCCN(c3nc4ccccc4n4cccc34)C2)cc1 (configuration not stated) | x | 57.2 | 27.8% |
| 4 | Cc1nnc(N2CCC(C(=O)NC3CCCCC3)CC2)c2nn(-c3ccc(Cl)cc3)c(C)c12 | x | -3.5 | -0.2% |
| 5 | O=C(c1ccc2c(Cl)c3c(nc2c1)CCCC3)N1CCN(c2ccccc2F)CC1 | x | -28.4 | -5.0% |
| 6 | O=C(O)c1ccc(Cl)c(S(=O)(=O)N2CCC(Cc3ccccc3)CC2)c1 | -17.4% | -4.8 | -8.1% |
| 7 | COC(=O)c1ccccc1NC(=O)CN1CCc2ccccc2C1 | 9.4% | 6.5 | u |
| 8 | COC(=O)[C@H]1C[C@H](O)CN1S(=O)(=O)c1ccc(Br)cc1F | 0.0% | 18.9 | x |
| 9 | Cc1cc(NC(=O)Cn2nc3c(cc2=O)CCCC3)ccc1Br | 2.2% | 110.6 | 7.0% |
| 10 | O=C(NN1CCOCC1)c1ccc(Cl)c([N+](=O)[O-])c1 | -4.4% | 13.1 | 5.8% |

| No. | FBPA Giardia inh | HCV inh | AmpC inh detg |
| --- | --- | --- | --- |
| 1 | 0.4% | -14.9% | u |
| 2 | x | 14.3% | u |
| 3 | x | x | 0.8% |
| 4 | x | x | -2.4% |
| 5 | x | x | 9.8% |
| 6 | 12.0% | 23.9% | -2.3% |
| 7 | -6.0% | -18.4% | -0.1% |
| 8 | x | -1.8% | x |
| 9 | 2.1% | -7.9% | u |
| 10 | 4.4% | 4.4% | u |

(cont.)
| No. | SMILES | AMA1 RON2 block | HCMV inh | Sm TGR block |
| --- | --- | --- | --- | --- |
| 11 | N#CCCc1cccc(CCC#N)c1 | 4.3% | -31.6 | 2.7% |
| 12 | CCCOC(=O)c1ccc(NC(=O)C2CC(=O)N(c3ccc(C)cc3)C2)cc1 (configuration not stated) | x | -0.7 | 11.4% |
| 13 | CC(C)c1ccccc1OCCCCCNCCO | 8.3% | 25.1 | 2.0% |
| 14 | Cc1sc2nc(CSCC(=O)Nc3ccc(C(F)(F)F)cc3)[nH]c(=O)c2c1C | 15.0% | 0.0 | -0.9% |
| 15 | COc1cc2c(cc1OC)C1O[C@](c3ccsc3)(C2)Oc2cc(-c3ccccc3)oc(=O)c21 | x | x | 7.08µM* |
| 16 | CC(OC(=O)c1cc(S(=O)(=O)N2CCOCC2)ccc1F)C(=O)NCC1CCCCC1 (configuration not stated) | -11.7% | -19.2 | x |
| 17 | Oc1ccc(-c2nnc(SCC3CCCCC3)o2)cc1 | 31.7%[activator] | 61.2 | -12.0% |
| 18 | CCCc1cc(CNC(=O)C2CCC(=O)N(Cc3ccccc3OC)C2)on1 (configuration not stated) | -7.0% | -22.1 | u |
| 19 | CC(=O)c1ccc(NC(=O)/C(=C\c2ccc(F)cc2)NC(=O)c2ccco2)cc1 | 16.7% | 15.1 | -0.9% |
| 20 | COC(=O)[C@H](CCSC)NC(=O)Nc1ccc(S(N)(=O)=O)cc1 | -0.2% | -15.1 | -8.5% |

| No. | FBPA Giardia inh | HCV inh | AmpC inh detg |
| --- | --- | --- | --- |
| 11 | -1.2% | 11.5% | -8.5% |
| 12 | x | x | 3.6% |
| 13 | -23.3% | u | -2.9% |
| 14 | x | 9.5% | 5.1% |
| 15 | 6.6%[12.9 µM] | x | -8.0%[22.9 µM] |
| 16 | x | -4.7% | x |
| 17 | 13.1% | -14.0% | -17.6% |
| 18 | 1.4% | 2.8% | u |
| 19 | -17.2% | 3.9% | 0.3% |
| 20 | 3.3% | 19.2% | -4.6% |

A few values from the results shown:
cpd 16 in HCV inh is entered as -4.7%
cpd 17 in HCMV inh is entered as 61.2

The list continues:
| No. | SMILES | AMA1 RON2 block | HCMV inh | Sm TGR block |
| --- | --- | --- | --- | --- |
| 21 | O=C(Nc1cccc(S(=O)(=O)N2CCCC2)c1)c1cc(S(=O)(=O)N2CCOCC2)ccc1F | 0.0% | -38.0 | 3.8% |
| 22 | Cc1ccc(C(=O)NCCCNC(=O)COc2ccc(Cl)c(C)c2)cn1 | -16.3% | -3.0 | -0.7% |
| 23 | CCN1CCC2(CCNC2)C1 (configuration not stated) | 0.6% | 13.6 | 8.3% |
| 24 | CC(C)(C)C(=O)Nc1cc(NC(=O)C(C)(C)C)cc(C(=O)NNC(=O)c2ccncc2)c1 | 38.8%[activator] | 8.0 | -3.4% |
| 25 | O=C(CSc1nc(O)c(C2CCCCC2)c(=O)[nH]1)Nc1ccccc1Cl | -0.7% | -1.8 | -2.7% |
| 26 | Cc1nnc(-n2cnc3ccccc32)c2ccccc12 | 4.4% | 12.8 | -14.2% |
| 27 | CN(C)c1ccc(NC(=O)c2ccncc2)c2ccccc12 | -0.1% | 38.6 | -26.4% |
| 28 | COc1ccc(NCc2cc3cc4c(cc3n(CC(=O)Nc3ccc(F)cc3F)c2=O)OCO4)cc1 | x | 37.8 | 6.4% |
| 29 | Cn1nnnc1SCC(=O)Nc1nc(-c2ccc(F)c(F)c2)cs1 | -14.7% | 6.4 | 1.6% |
| 30 | COc1ccc(OC)c(NC(=O)CCC(=O)N(Cc2ccc(OC)c(OC)c2)c2nccs2)c1 | -24.7% | 18.0 | x |

| No. | FBPA Giardia inh | HCV inh | AmpC inh detg |
| --- | --- | --- | --- |
| 21 | x | -23.6% | -1.4% |
| 22 | x | 6.4% | -14.5% |
| 23 | -8.7% | 14.6% | -12.9% |
| 24 | 4.1% | 9.6% | -19.1% |
| 25 | -1.6% | 8.5% | -17.2% |
| 26 | 1.3% | 4.6% | -11.6% |
| 27 | -21.9% | 5.9% | u |
| 28 | x | x | 15.8% |
| 29 | x | u | -13.8% |
| 30 | -9.5% | -20.8% | -9.6% |

2 of these compounds in another layout.
| # | Structure | AMA1 RON2 block | HCMV inh | Sm TGR block | FBPA Giardia inh | HCV inh | AmpC inh detg |
| --- | --- | --- | --- | --- | --- | --- | --- |
| 8 | COC(=O)[C@H]1C[C@H](O)CN1S(=O)(=O)c1ccc(Br)cc1F | 0.0% | 18.9 | x | x | -1.8% | x |
| 9 | Cc1cc(NC(=O)Cn2nc3c(cc2=O)CCCC3)ccc1Br | 2.2% | 110.6 | 7.0% | 2.1% | -7.9% | u |

Additional compounds:
| No. | SMILES | AMA1 RON2 block | HCMV inh | Sm TGR block |
| --- | --- | --- | --- | --- |
| 31 | C=CCn1c(SCC(=O)Nc2ccc(N3CCOCC3)cc2)nc2ccccc2c1=O | -5.1% | -19.1 | -18.3% |
| 32 | COC(=O)CCC(=O)c1oc2ccccc2c1N | u | -39.3 | 4.6% |
| 33 | NC(=O)c1cnn2c(-c3ccc(Cl)cc3Cl)ccnc12 | -16.3% | x | -10.0% |
| 34 | O=C(O)CSc1ccc(Oc2ccc(SCC(=O)O)cc2)cc1 | 5.4% | -29.5 | 0.1% |
| 35 | CNC(=O)c1cnc2sc(N3CCC(C)CC3)nn2c1=O | x | 89.9 | 5.6% |
| 36 | Cc1cc(C)c2c(=O)[nH]c(SCc3ccccc3)nc2n1 | -16.5% | 8.8 | -6.8% |

| No. | FBPA Giardia inh | HCV inh | AmpC inh detg |
| --- | --- | --- | --- |
| 31 | x | 1.7% | -8.3% |
| 32 | 7.3% | 0.5% | -10.6% |
| 33 | -7.7% | -2.9% | -6.0% |
| 34 | -0.8% | 11.1% | -3.7% |
| 35 | x | x | -8.2% |
| 36 | -4.2% | 0.0% | 0.0% |

Grouped by structure: those above containing an aryl methoxy group
| No. | SMILES | AMA1 RON2 block | HCMV inh | Sm TGR block |
| --- | --- | --- | --- | --- |
| 15 | COc1cc2c(cc1OC)C1O[C@](c3ccsc3)(C2)Oc2cc(-c3ccccc3)oc(=O)c21 | x | x | 7.08µM* |
| 18 | CCCc1cc(CNC(=O)C2CCC(=O)N(Cc3ccccc3OC)C2)on1 (configuration not stated) | -7.0% | -22.1 | u |
| 28 | COc1ccc(NCc2cc3cc4c(cc3n(CC(=O)Nc3ccc(F)cc3F)c2=O)OCO4)cc1 | x | 37.8 | 6.4% |
| 30 | COc1ccc(OC)c(NC(=O)CCC(=O)N(Cc2ccc(OC)c(OC)c2)c2nccs2)c1 | -24.7% | 18.0 | x |

| No. | FBPA Giardia inh | HCV inh | AmpC inh detg |
| --- | --- | --- | --- |
| 15 | 6.6%[12.9 µM] | x | -8.0%[22.9 µM] |
| 18 | 1.4% | 2.8% | u |
| 28 | x | x | 15.8% |
| 30 | -9.5% | -20.8% | -9.6% |

Compound activity: PubChem BioAssay, National Center for Advancing Translational Sciences (NCATS)
